GALK inhibitor – galactokinase (human) inhibition | Potency, µM (highest dose often 57.5 µM), for the others: top-dose activity change, negative = inhibition, usual class: inhibitors | 270,000 compounds, 0.007% hits | P51570 | Purified GALK, Kinase-Glo residual ATP luminescence; further: potency means the concentration at half of the fitted maximal effect
Target sequence (P51570 whole entry, looked up): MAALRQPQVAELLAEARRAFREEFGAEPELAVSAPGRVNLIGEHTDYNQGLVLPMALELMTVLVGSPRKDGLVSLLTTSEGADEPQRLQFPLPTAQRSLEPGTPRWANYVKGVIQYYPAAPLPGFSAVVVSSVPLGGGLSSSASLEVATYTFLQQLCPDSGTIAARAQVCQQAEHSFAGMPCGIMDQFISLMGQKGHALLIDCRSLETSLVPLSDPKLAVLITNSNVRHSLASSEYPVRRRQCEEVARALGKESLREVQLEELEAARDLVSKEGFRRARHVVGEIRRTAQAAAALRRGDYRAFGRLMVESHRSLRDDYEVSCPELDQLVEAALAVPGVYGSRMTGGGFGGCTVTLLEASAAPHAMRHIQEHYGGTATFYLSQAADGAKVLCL
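5 nM enzyme, 35 uM ATP, 100 uM galactose, 20 mM HEPES pH8.0, 5 mM MgCl2; 1 h RT; residual ATP by Kinase-Glo Plus luminescence, qHTS format.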
KCNH2 3.1 block – KCNH2 3.1 (human) potassium channel inhibition. 340,000 compounds, 0.95% hits. activity change, % (tested at about 1.8 µM). U2OS KCNH2 3.1, thallium flux FluxOr; stronger effect = lower value;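 active means maximum activity change below -70%; inconclusive means maximum activity change from -70% to -50%; inactive means maximum activity change above -50%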;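 further: thallium influx rate constant from kinetic fluorescence after stimulation buffer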
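Kinetic fluorescence (2 min after stimulation buffer) measures Tl+ influx through KCNH2 3.1 expressed by viral transduction in U2OS cells; the rate constant is normalized against DMSO controls serving as positive and negative references.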
BCR signal inh – chronic active BCR signaling inhibition; ABC-DLBCL IkBa-CBG/CBR reporter, luminescence ratio, 4 h; Potency, µM (doses to about 46.1 µM), for inactives: at the top dose ratio change, negative = lower green/red ratio, most hits filed as inhibitors; 340,000 compounds, 0.05% hits; AID 493014; active means well fitted inhibition curve with a large enough effect in the signal ratio, with a control signal flat, not every such curve was filed as active; inconclusive means small, poorly fitted or top-dose-only effect, or effect the other way, or a change in a side signal; the % refers to the signal ratio;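 further: potency means the concentration at half of the fitted maximal effect; plate controls were basal doxycycline-induced cells for no effect and cells given 10 µM MG132 for full effect; MG132 reads +100%, hits lower the ratio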
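TMD8 human ABC-DLBCL cells with doxycycline-inducible IκBα–green luciferase fusion and unfused red luciferase, in 0.5% FBS medium; compounds up to 46 uM, 4 h at 37C. Green/red luminescence ratio, filter-overlap corrected, fitted to concentration-response curves.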
B2AR arrestin – agonists driving beta-arrestin recruitment to human beta2-adrenergic receptor | P07550 | beta-arrestin recruitment to beta2AR, cell-based reporter | Potency, µM (doses to about 46.1 µM), inactives show at the top dose activation, usual class: activators | 330,000 compounds, 0.02% hits;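 further: potency means the concentration at half of the fitted maximal effect; 0% = DMSO controls and full agonism = EC100 isoproterenol or metaproterenol; nearly all actives have a fitted effect of over 65% in size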
USP2a block – USP2a (human) protease inhibition. O75604. USP2 core, Ub-CHOP2 coupled fluorogenic reporter, 485/531. Potency, µM (series often up to 38.3 µM), for the others: at the top dose activity change, negative = inhibition, most hits filed as inhibitors. 330,000 compounds, 0.01% hits. AID 463254;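 further: potency means the concentration at half of the fitted maximal effect; plate controls were DMSO wells for no effect and full inhibition by NEM control for full effect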
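USP2 core (10nM final) preincubated 30min RT with compound in 20mM Tris-HCl pH 8.0, 2mM CaCl2, 2mM beta-mercaptoethanol, 0.05% CHAPS; 25nM Ub-CHOP2 plus 25nM reporter substrate added, fluorescence (Ex485/Em531) read after 60min.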
Giardia killer – Giardia lamblia killing. AID 540267. activity change, % at 7.66 µM, hits read low. Giardia lamblia trophozoite viability. 340,000 compounds, 0.15% hits; in the data active means activity change below about -80%; inconclusive means between about -30% and that limit;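 further: parasites exposed to compound for two days anaerobically before the ATP read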
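Trophozoite viability was measured as ATP-dependent luminescence, read 15-30 min after reagent addition. Before that, parasites at 100 cells/well were exposed to compounds for 48 h, anaerobically, at 37 deg C.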
PKM2 activator – increases activity of human pyruvate kinase M2; P14618; purified PKM2, Kinase-Glo ATP luminescence, activation; response scale: 0% is enzyme alone, no compound; Potency, µM (titrated, usually from 57.5 µM), without a hit: top-dose activation, most hits filed as activators; 260,000 compounds, 0.34% hits; AID 1631; further: potency means the concentration at half of the fitted maximal effect; nearly all actives have a fitted effect of over 55% in size
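ATP formation by purified human PK-M2, quantified via coupled luciferase luminescence after 1 h at room temperature with 0.1 mM ADP and 0.5 mM PEP final.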
KCNH2 WT inh – inhibitors of human wildtype KCNH2 potassium channel; activity change, % at 1.84 µM; U2OS, BacMam KCNH2, thallium flux FluxOr; stronger effect = lower value; 340,000 compounds, 0.37% hits;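 active means maximum activity change below -70%; inconclusive means maximum activity change between -70% and -50%; inactive means maximum activity change above -50%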
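U2OS cells transduced with wild-type KCNH2 virus are loaded with FluxOr dye for 45 min, and thallium flux is measured in kinetic reads before and after stimulation buffer. Rate constants are normalized to DMSO controls.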
uPA generation – blocks generation of uPA at the cell surface. cell surface uPA generation assay, qHTS. 330,000 compounds, 0.31% hits. Potency, µM (top dose mostly 38.3 µM), for inactives: at the highest dose activity change, negative = inhibition, most hits filed as inhibitors; active means well fitted inhibition curve with a large enough effect; inconclusive means small, poorly fitted or top-dose-only effect; inactive means no such curve, though single readings can be large or run the other way; tested in mouse RAW 264.7 cells; further: potency means the concentration at half of the fitted maximal effect; nearly all actives have a fitted effect of over 55% in size
Eya2 phos inh – blocks the phosphatase activity of human Eya2; AID 488837; recombinant Eya2, OMFP fluorescence dephosphorylation (OMFP is methylfluorescein phosphate); 330,000 compounds, 0.006% hits; Potency, µM (top dose mostly 76.9 µM), for inactives: top-dose activity, negative = inhibition, most hits filed as inhibitors; O00167; further: potency means the concentration at half of the fitted maximal effect
Target sequence (O00167 whole entry, looked up): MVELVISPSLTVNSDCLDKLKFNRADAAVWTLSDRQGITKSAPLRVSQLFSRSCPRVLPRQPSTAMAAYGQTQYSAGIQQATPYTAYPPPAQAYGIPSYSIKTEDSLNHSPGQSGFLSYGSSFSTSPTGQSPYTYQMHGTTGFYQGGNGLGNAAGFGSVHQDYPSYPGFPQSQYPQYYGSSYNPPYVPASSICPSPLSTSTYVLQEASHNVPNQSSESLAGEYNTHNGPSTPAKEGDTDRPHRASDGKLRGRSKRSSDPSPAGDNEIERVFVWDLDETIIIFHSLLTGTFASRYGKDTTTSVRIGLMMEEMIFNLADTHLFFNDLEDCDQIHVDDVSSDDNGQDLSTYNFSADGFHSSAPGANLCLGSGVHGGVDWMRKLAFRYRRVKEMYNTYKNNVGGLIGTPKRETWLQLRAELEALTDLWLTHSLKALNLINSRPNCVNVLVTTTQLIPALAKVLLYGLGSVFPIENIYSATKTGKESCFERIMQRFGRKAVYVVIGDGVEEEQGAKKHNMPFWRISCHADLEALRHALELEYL
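Eya2 protein (added as 0.2 uM solution) was preincubated with compound for 10 min at ambient temperature in 50 mM HEPES pH 7.5, 50 mM NaCl, 5 uM MgCl2, 0.05% BSA, 1 mM DTT. OMFP (added at 50 uM) then reacted 10 min; fluorescence read at 485/525 nm.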
FBPA coupling cs – coupling enzyme interference in Giardia aldolase counter-screen; coupling enzyme system counterscreen, AmpLite Red fluorescence; activity change, negative = inhibition, % at 58.2 µM, hits read low; 290,000 compounds, 0.67% hits; AID 2472; in the data active means activity change below about -30%
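Compounds tested against the coupling enzymes alone at 57.5 uM final; readout was AmpLite Red fluorescence (525/598 nm) after 20 min at RT.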
Starred values were filed as active, the others as inactive; u = inconclusive; x = not tested or not shown; & = joins results of further samples; [ ] = dose if it differs, or a comment. Unless noted, the call rests on the fitted dose curve; in most records, active means well fitted curve in the direction sought with a large enough effect; inconclusive means small, poorly fitted or top-dose-only effect, or another doubt; inactive means no such curve, though single readings can be large; an effect the other way counts as inactive or inconclusive. Unless noted, on the % scale 0 is the no-effect control and ±100 the full control effect. An unsorted share of the library (roughly 2.4% active in at least one column).

SMILES	GALK inhibitor	KCNH2 3.1 block	BCR signal inh	B2AR arrestin	USP2a block	Giardia killer	PKM2 activator	KCNH2 WT inh	uPA generation	Eya2 phos inh	FBPA coupling cs
Cc1noc(C)c1S(=O)(=O)N1CCCC(C(=O)NCCc2ccc(Cl)cc2)C1 (stereo not given)	1.5%	1.7	u	-0.1%	-1.7%	4.8	-2.2%	-0.4	-1.6%	3.8%	1.4
COc1cccc(CNc2ccc([N+](=O)[O-])c(NCC(=O)O)n2)c1	-3.0%	0.1	6.9%	-0.3%	-1.9%	26.8	-6.0%	0.6	-4.1%	1.4%	3.6
CNc1nc(N)c([N+](=O)[O-])c(NC2CCCCC2)n1	x	2.3	2.9%	-0.1%	-1.5%	-14.3	x	9.7	-9.0%	2.5%	-1.6
CN1CCc2c(sc3c2c(=O)n(-c2ccccc2)c2nnc(SCc4ccc(Cl)cc4)n32)C1	-0.5%	-12.4	u	-0.1%	-0.3%	8.2	-10.8%	-185.5*	-13.8%	8.7%	-0.1
Cc1ccc(C(=O)CSc2nnc(-c3ccccc3)o2)cc1	-1.7%	-18.6	-0.2%	-0.4%	-0.6%	-4.2	-6.8%	2.7	0.0%	-28.1%	-1.7
COC(=O)c1sccc1NC(=O)CC1C(=O)NCCN1C(=O)Nc1cc(Cl)ccc1OC (stereo not given)	-2.4%	0.3	-1.2%	5.6%	-1.3%	5.4	3.5%	2.3	-3.4%	6.9%	-9.5
O=S(=O)(NCc1ccccc1Br)c1ccccc1Br	x	0.2	-0.6%	-2.3%	0.4%	-5.7	x	-5.4	-10.8%	4.9%	x
O=C(O)c1cc(S(=O)(=O)N(Cc2ccccc2)c2ccccc2)ccc1Cl	3.6%	-8.5	5.8%	0.0%	-0.9%	-23.0	x	3.4	-10.8%	5.6%	33.4
COc1ccccc1NC(=O)CSc1nnc(CNC(=O)COc2ccc(Cl)cc2)o1	1.6%	2.5	u	-0.6%	2.8%	0.5	-7.8%	10.3	2.2%	-10.2%	-5.7
CCC(C)(C)NC(=O)CN(C(=O)c1snc(C(N)=O)c1N)c1ccc(OC)c(OC)c1	0.2%	4.8	20.2%	0.2%	-0.6%	8.6	1.7%	1.8	5.7%	-11.5%	0.2
CCOC(=O)C1=C(c2ccccc2)O/C(=C(/C#N)C(F)(F)F)S1	-3.2%	x	u	13.3%	4.0%	x	0.0%	x	x	2.7%	-0.4
COc1ccc(N(CC(=O)N2CCc3ccccc3C2)S(C)(=O)=O)cc1	3.8%	-0.6	14.8%	0.0%	8.7%	-16.7	-1.0%	-6.4	3.6%	8.1%	-12.7
O=c1oc(-c2ccc(Cl)c(Cl)c2)nn1-c1ccc(C(F)(F)F)cn1	-3.3%	3.3	u	-0.1%	1.2%	10.1	-2.5%	0.9	3.5%	6.4%	-1.1
CCOc1c([N+](=O)[O-])cc2c(C)c(C(=O)N3CCN(C)CC3)oc2c1OCC	-0.1%	-19.9	-8.8%	0.1%	7.1%	8.5	x	-2.1	-0.7%	-10.0%	-7.2
COc1cc(OC)c(C2N(c3ccccn3)C(=O)C3CCCN32)cc1OC (stereo not given)	-0.8%	-7.5	-11.6%	-0.5%	0.3%	-8.5	1.1%	1.3	2.3%	-11.4%	-0.1
Cc1cccc(OCC(=O)OCC(=O)Nc2ccc(Cl)cn2)c1	x	4.8	1.5%	-3.2%	8.4%	24.2	x	-1.6	-57.6%	-39.3%	x
CC1CCc2nn(CC(=O)N3CCc4ccccc43)cc2C1 (stereo not given)	2.3%	5.2	u	-2.9%	3.2%	-15.0	1.0%	-0.8	12.3%	-6.8%	2.0
Cc1cc(Cl)ccc1OCC(=O)OCC(=O)Nc1cccnc1Cl	x	-10.3	4.9%	-0.1%	0.5%	20.4	x	-10.3	17.0%	10.2%	x
CC(C)(C)OC(=O)N/N=C/c1cc(N=Nc2ccccc2)ccc1O	-0.8%	1.3	-0.5%	-0.4%	0.9%	-0.8	-0.1%	25.2	1.7%	-5.5%	-2.0
COC(=O)C1=CN(c2ccc(F)cc2)C=C(C(=O)OC)C1c1ccc(O)cc1	-6.1%	1.1	u	0.1%	4.5%	-12.9	x	3.0	4.4%	-3.2%	-2.5
Oc1cccc2c(-c3nn[nH]n3)ccnc12	x	x	u	-0.2%&-0.9%	-1.7%&0.2%	16.4	x	x	5.7%	9.7%&-16.8%	x
Cc1cccc(C(C)C)c1NC(=O)c1cccnc1	1.1%	1.1	-0.5%	-0.3%	2.8%	-4.5	7.8%	-5.1	-1.4%	2.3%	1.3
CCN(CC(=O)Nc1cc(C)nn1-c1nc(C)cc(C)n1)Cc1ccccc1	0.1%	15.1	-7.6%	11.2%	0.1%	-10.0	-5.4%	7.8	-7.4%	24.1%	-1.4
CN1CCN(NS(=O)(=O)c2ccc(Cl)cc2)CC1	-0.2%	-32.6	0.9%	0.2%	2.8%	0.9	-1.0%	12.3	-4.2%	-1.4%	-0.3
COc1ccc(-c2cn3cccnc3n2)cc1NC(=O)c1cc(OC)c(OC)c(OC)c1	6.9%	-1.1	-19.7%	0.3%	0.5%	-24.4	-6.1%	0.2	-1.4%	2.0%	6.6
SMILES	GALK inhibitor	KCNH2 3.1 block	BCR signal inh	B2AR arrestin	USP2a block	Giardia killer	PKM2 activator	KCNH2 WT inh	uPA generation	Eya2 phos inh	FBPA coupling cs
O=C(NCc1nc(-c2ccccc2)no1)c1cccs1	2.2%	10.3	u	-0.2%	2.2%	-6.1	-2.5%	-6.2	4.4%	3.8%	0.4
CCCc1cc(C(=O)N(C)CC(=O)Nc2ccc(OCC)c(OCC)c2)sc1C	x	6.0	-5.0%	0.2%	3.6%	36.9[activator]	x	2.3	-2.6%	1.4%	x
O=C1NCCCc2c1oc1cc(Br)c(O)c(Br)c21	2.9%	5.6	1.2%	-1.0%	-0.1%	5.7	-1.5%	-1.0	-2.4%	19.3%	2.0
O=C(CSc1nnc(-c2cccs2)o1)N1CCOCC1	0.5%	-2.6	u	-0.1%	-0.6%	-3.9	-3.1%	-4.7	7.1%	12.8%	4.5
O=C(C[C@@H]1C/C=C\C[C@H](Cc2ccc(F)cc2)C(=O)OC[C@@H]2CCCN2C1=O)N[C@H](CO)Cc1ccccc1	x	x	1.0%	-0.3%	0.0%	1.4	x	x	-0.9%	-2.5%	x
COc1cc(NS(=O)(=O)c2ccc(NC(=S)NC(=O)/C=C/c3ccco3)cc2)ncn1	6.1%	-4.4	6.9%	0.1%	5.7%	-7.6	2.9%	-5.7	-2.8%	1.3%	1.1
CCOc1ccc(Br)cc1S(=O)(=O)NCc1ccc(S(N)(=O)=O)cc1	1.0%	-6.8	-6.1%	0.1%	-0.9%	-1.7	u	3.6	-1.0%	0.3%	4.7
O=C(COC(=O)c1cc(S(=O)(=O)N2CCOCC2)ccc1F)c1ccccc1	x	10.4	5.5%	-0.2%	2.4%	34.5[activator]	x	0.3	1.7%	-36.8%	x
O=C(NCc1nc(-c2ccccc2)no1)c1ccc2c(c1)OCO2	0.1%	-16.8	-7.2%	-0.1%	1.7%	-2.7	2.8%	5.7	9.1%	-12.5%	7.7
CCc1ccc2nc(Nc3nc(COC)cc(=O)[nH]3)nc(C)c2c1	1.7%	-13.1	u	-0.4%	2.9%	-19.7	-2.2%	-21.4	3.5%	7.6%	3.8
CN(C)c1cc[n+](CC(=O)Nc2ccc(Cl)c([N+](=O)[O-])c2)cc1	-0.7%	8.6	5.6%	0.1%	-1.3%	1.4	11.6%	-4.1	-0.4%	13.9%	1.1
O=C(COC(=O)c1cnc(Cl)c(Cl)c1)c1ccc(F)cc1	x	0.3	-0.2%	-1.2%	-7.1%	-3.8	x	-2.7	-8.2%	-7.2%	x
COC(=O)c1ccccc1NC(=O)COC(=O)CSCC(=O)N1CCOCC1	0.0%	-0.3	-1.5%	-0.6%	3.0%	-7.9	-3.8%	-15.4	-1.5%	-1.0%	3.6
CCCC(=O)N1CCN(S(=O)(=O)c2cc(Cl)ccc2OC)CC1	-2.1%	-10.7	-2.6%	-0.2%	0.2%	-0.7	2.9%	-1.6	0.1%	-2.5%	0.8

Single records, as listed above. Order of screens: GALK inhibitor | KCNH2 3.1 block | BCR signal inh | B2AR arrestin | USP2a block | Giardia killer | PKM2 activator | KCNH2 WT inh | uPA generation | Eya2 phos inh | FBPA coupling cs
Record of `O=C(COC(=O)c1cc(S(=O)(=O)N2CCOCC2)ccc1F)c1ccccc1` = x | 10.4 | 5.5% | -0.2% | 2.4% | 34.5[activator] | x | 0.3 | 1.7% | -36.8% | x
Record of `O=C(CSc1nnc(-c2cccs2)o1)N1CCOCC1` = 0.5% | -2.6 | u | -0.1% | -0.6% | -3.9 | -3.1% | -4.7 | 7.1% | 12.8% | 4.5
Record of `CCCc1cc(C(=O)N(C)CC(=O)Nc2ccc(OCC)c(OCC)c2)sc1C` = x | 6.0 | -5.0% | 0.2% | 3.6% | 36.9[activator] | x | 2.3 | -2.6% | 1.4% | x
